# ALOX12 inh: ALOX12 (human) lipoxygenase inhibition; 580,000 tested, 1.1% active; purified 12hLO, xylenol orange hydroperoxide absorbance; AID 1671190; Potency, µM (top dose mostly 108 µM), for inactives: at the top dose activity change, negative = inhibition, usual class: inhibitors; active means well fitted inhibition curve with a large enough effect; inconclusive means small, poorly fitted or top-dose-only effect, or another doubt; inactive means no such curve, though single readings can be large or run the other way
# Target sequence (P18054 whole entry, looked up): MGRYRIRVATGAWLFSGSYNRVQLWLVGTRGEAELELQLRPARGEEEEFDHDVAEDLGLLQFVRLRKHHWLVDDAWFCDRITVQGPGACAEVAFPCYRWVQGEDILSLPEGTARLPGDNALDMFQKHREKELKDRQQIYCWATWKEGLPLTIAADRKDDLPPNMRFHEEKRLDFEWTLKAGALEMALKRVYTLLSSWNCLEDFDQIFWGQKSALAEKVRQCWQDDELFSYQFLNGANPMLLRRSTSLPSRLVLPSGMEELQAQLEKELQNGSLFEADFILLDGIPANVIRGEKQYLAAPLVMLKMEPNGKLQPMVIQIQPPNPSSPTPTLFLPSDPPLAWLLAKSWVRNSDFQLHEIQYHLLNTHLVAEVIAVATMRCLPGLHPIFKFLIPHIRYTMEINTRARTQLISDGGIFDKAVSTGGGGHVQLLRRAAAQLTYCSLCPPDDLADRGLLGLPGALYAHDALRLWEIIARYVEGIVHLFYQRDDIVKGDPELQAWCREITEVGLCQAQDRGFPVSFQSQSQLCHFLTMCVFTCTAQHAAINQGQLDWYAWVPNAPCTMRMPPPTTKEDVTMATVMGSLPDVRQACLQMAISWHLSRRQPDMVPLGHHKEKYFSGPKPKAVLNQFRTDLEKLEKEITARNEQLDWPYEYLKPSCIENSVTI
#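 Purified human 12hLO (150 nM final) in 25 mM Hepes, 0.01% Triton X-100, pH 7.0 was preincubated 15 min at room temperature with compound. Then 40 uM arachidonic acid was added, 30 min. Hydroperoxide was read by Fe-XO absorbance ratio 573/405 nm.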
# * = called active by the depositor; u = inconclusive; & = joins results of further samples; [ ] = another dose, or the depositor's remark. On the % scale 0 is the no-effect control and ±100 the full control effect; potency means the concentration at half of the fitted maximal effect. An excerpt; rates above refer to the full screens.
mol	ALOX12 inh
CCn1nc(C)cc1C(=O)N[C@H]1[C@H](O)[C@H](O)C[C@@H]1c1cccnc1	12.8%[176 µM]
Cc1ccc(C)c(-c2csc(Nc3ccc(S(N)(=O)=O)cc3)n2)c1	-28.9%
O=C(Cc1ccc(F)cc1)N1CCC2(CC1)CCN(Cc1cccs1)c1ccccc1O2	-5.0%
CC1=C[C@@H](CO)[C@H](C(C)C)C[C@H]1CC(=O)NCc1cccnc1	8.2%[176 µM]
CC(C)=CCC[C@H](C)C[C@@H]1CC2=C(C(=O)OC(C)(C)O2)[C@@H](c2ccc(F)cc2)O1	-13.0%
CCC(=O)N(C1CCOCC1)C1CCN(S(=O)(=O)c2cc(F)cc(F)c2)CC1	32.7%
COC(=O)C1(C(=O)OC)C[C@H](c2cccs2)N(Cc2ccccc2OC)[C@@H]1c1ccc(F)cc1	-1.9%
COc1ccc(C(=O)NC[C@H]2O[C@H](Cc3cc(CN4CCOCC4)on3)CC[C@@H]2O)cc1	-4.7%
CC1=C[C@@H](CN2CCN(c3cnccn3)CC2)[C@H](C(C)C)C[C@H]1Cc1nnc(-c2ccc([N+](=O)[O-])cc2)o1	35.2%[activator]
COc1cc(OC)cc(C(=O)N[C@@H]2CN(c3ncccn3)C[C@H]2CO)c1	-3.7%
Cc1ccc(-c2ccc3nnc(CNC(=O)COc4cccc(C)c4)n3n2)cc1	-7.4%
CN(Cc1cccn1C)C(=O)Cc1ccc(F)cc1	25.9%&15.2%[176 µM]
Cc1cc(C)c2oc(C(=O)Nc3ccc(S(=O)(=O)Nc4onc(C)c4C)cc3)cc(=O)c2c1	0.5%
CC(C)(C)c1ccc(C(=O)N/C(=C\c2ccc(Cl)cc2)C(=O)O)cc1	u
CCCN(Cc1nccn1C)C(=O)c1sc(C(C)C)nc1C	-12.3%
Cc1ccc(C(=O)Nc2cccc3cnccc23)cc1S(=O)(=O)N1CCCC1	1.7%
CCCCn1cnc2c1c(=O)n(CC(=O)Nc1c(CC)cccc1CC)c(=O)n2CCC	3.9%
Cc1cccc(CSCC(=O)Oc2ccc(-c3ccc(I)cc3)cc2)c1	u
CCN(CCS(=O)(=O)c1ccc(C)cc1)C(=O)c1csc(C(C)=O)c1	38.7%
O=S(=O)(N[C@H]1CO[C@H]2[C@@H]1OC[C@@H]2n1nnnc1Oc1ccc(-n2ccnc2)cc1)c1cccs1	63.6%[activator]
COc1ccc(-c2[nH]nc3ncc(C(=O)NCCc4ccccc4)nc23)c(C)c1	-5.6%[176 µM]
O=C1CCN(S(=O)(=O)c2ccccc2)CCCC(C(=O)NCc2ccc(F)cc2)CCN1 (stereo unspecified)	24.1%
COCCCNC(=O)c1cc(-c2cccs2)nc2ccccc12	u
O=C(Nc1ccccc1)c1ccc(NN=C2CCCCC2)c([N+](=O)[O-])c1	u
COc1ccccc1C(C)NC(=O)CSC(C)c1ccccc1 (stereo unspecified)	26.9%
CNC(=O)Nc1cccn2nc(-c3ccccc3)nc12	49.2%[activator]
Cc1ccc(-c2nn3c(CCCC(=O)O)nc4ccccc4c3nc2=O)cc1C	-5.5%
CCc1ccc(C2CC(c3ccccc3)=NN2c2nc(C)cs2)cc1 (stereo unspecified)	u
Cc1ccc(C(=O)NC(NC(=O)c2ccccc2)C(Cl)Cl)cc1 (stereo unspecified)	u
CC(C)CCN1C(=O)CC[C@]2(C(=O)N3CCN(C(C)C)CC3)CCCC[C@@H]12	5.6%
O=C(CCC(=O)c1cccs1)Nc1ccc(N2CCOCC2)cc1	u
COc1ccc(OC)c(NC(=O)c2cc(=O)c3ccc(C)cc3o2)c1	2.3%
O=C(OCc1ccc(Br)cc1)c1ccccc1[N+](=O)[O-]	2.5%
COc1ccc(C(=O)N2CCC(c3nc(C4CCOCC4)no3)C2)cc1OC (stereo unspecified)	25.5%
COc1ccc(Cl)c(NC(=O)c2sc3nc(-c4ccncc4)ccc3c2N)c1	4.4%
CC(C)Sc1ccccc1C(N)=O	5.5%
CCNC(CC)c1ccc(C)cc1 (stereo unspecified)	-17.4%
CN(Cc1ccc(Br)cc1)C(=O)c1cc2ccccc2[nH]1	3.7%
COc1ccc(C(=O)Nc2ccc(-c3nc4ccccc4o3)cc2)cc1	-30.3%
Cc1cc(C)c(NC(=O)C2=Cc3sc4c(c3CS2)CCCC4)c(C)c1	28.2µM*
O=C(CCCN1C(=O)C(c2ccccc2)Oc2cccnc21)NC1CCCCC1 (stereo unspecified)	23.8%
CCC(C)(C)C(=O)Nc1nc2c(s1)C(=O)CC(C)(C)C2	9.0%
O=Cc1ccccc1-c1ccccc1C(=O)O	u
O=C([C@H]1C[C@H](Oc2ccccc2)CN1C(=O)c1ccc(F)cc1)N1CCOCC1	14.7%
COC(=O)c1ccccc1OC	-13.2%[176 µM]
Cc1cccc(C(=O)N2CCC(C3CCN(S(C)(=O)=O)CC3)C2)c1 (stereo unspecified)	43.5%
CNC(=O)c1c[nH]c2cccnc12	32.0%[activator][176 µM]
CCC(C)NC(=O)Nc1c(NC)c2ccccc2oc1=O (stereo unspecified)	-0.1%
CCCCC(NC(=O)Cc1ccccc1)C(=O)O (stereo unspecified)	-7.9%
CCN1c2cc(C(=O)Nc3cccc(C(F)(F)F)c3)ccc2C(=O)N2CCCC21 (stereo unspecified)	u

# Six entries already listed, ordered by the value under ALOX12 inh, smallest number first:
SMILES	ALOX12 inh
CCCCC(NC(=O)Cc1ccccc1)C(=O)O (stereo unspecified)	-7.9%
CCC(C)NC(=O)Nc1c(NC)c2ccccc2oc1=O (stereo unspecified)	-0.1%
CCC(C)(C)C(=O)Nc1nc2c(s1)C(=O)CC(C)(C)C2	9.0%
O=C([C@H]1C[C@H](Oc2ccccc2)CN1C(=O)c1ccc(F)cc1)N1CCOCC1	14.7%
O=C(CCCN1C(=O)C(c2ccccc2)Oc2cccnc21)NC1CCCCC1 (stereo unspecified)	23.8%
Cc1cccc(C(=O)N2CCC(C3CCN(S(C)(=O)=O)CC3)C2)c1 (stereo unspecified)	43.5%

# Additional results follow:
mol	ALOX12 inh
COc1cc(C#N)ccc1OCC(=O)NC(c1ccccc1)C1CC1 (stereo unspecified)	6.5%
COc1ccc(-c2c(C)oc3cc(OS(=O)(=O)c4ccc(C)cc4)ccc3c2=O)cc1	3.8%
O=C(c1cc(F)ccc1F)C1CCN(CCc2ccncc2)CC1	u
O=C(/C=C/c1cccc(Cl)c1)c1cccc(O)c1	11.1%
O=C(Nc1ccc([C@@H](O)[C@H]2COCC(=O)N2Cc2ccc(F)cc2)cc1)c1cccnc1	48.4%[activator]
O=C(/C=C(\Nc1cc(Cl)c(F)c(Cl)c1)c1ccccc1)c1ccccc1	10.4%
O=C(CCN1CCCCO1)N1CCOC(CCCc2ccccc2)C1 (stereo unspecified)	39.9%[activator]
CCN1c2cc(C(=O)Nc3cccc(C)c3)ccc2C(=O)N2CCCCC21 (stereo unspecified)	10.2%
NC(=O)C1CCN([C@H]2[C@@H]3OC[C@@H](O3)[C@@H](NCc3ccc4c(c3)OCO4)[C@@H]2O)CC1	2.7%[176 µM]
Cc1ccc(NC(=O)CN(C2=NC3CS(=O)(=O)CC3S2)c2ccccc2)cc1 (stereo unspecified)	24.4%
O=C1Nc2ccccc2O[C@H]2C[C@@H]1N(Cc1ccccc1)C2	3.0%[176 µM]
Cc1cc(=O)n(CC(=O)NCc2ccccc2Cl)c(N(C)Cc2ccccc2)n1	8.4%
Nc1ccccc1C(=O)NCCc1ccccc1	-20.2%
CCNC(=O)N1CC(Oc2cccc(-c3nc(-c4ccccc4)no3)c2)C1	u
Cc1cc(-c2cc3c(cn2)CN(Cc2ccccc2F)CCN3)ccn1	-5.1%[176 µM]
NC(N)=N/N=C/c1ccc([N+](=O)[O-])cc1	59.5%[activator]
O=[N+]([O-])c1cccc(-c2noc3ccccc23)c1	-2.1%
O=C(COc1ccc(F)cc1)N1CCC(c2nc3ccccc3o2)CC1	14.9%
CC(=O)N1CCn2c(nn(-c3ccc([N+](=O)[O-])cc3)c2=O)C1	23.6%[176 µM]
CC1CCC(NC(=O)C2CCN(C(=O)c3ncn4c3COC(c3ccc(F)cc3)C4)CC2)CC1 (stereo unspecified)	11.6%

# Pulled by compound from the entries so far (2):
mol	ALOX12 inh
Nc1ccccc1C(=O)NCCc1ccccc1	-20.2%
COc1ccc(-c2[nH]nc3ncc(C(=O)NCCc4ccccc4)nc23)c(C)c1	-5.6%[176 µM]

# Additional entries:
SMILES | ALOX12 inh
Cc1ccc(OCc2nc(C3CN(C(=O)C4(c5ccccc5)CC4)C3)no2)cc1 | -10.2%
CC(C)CCNC(=O)C1Cn2cccc2C(=O)N1Cc1ccccc1 (stereo unspecified) | 19.0%
CN1C(=O)C(CC(=O)NCc2cccs2)Sc2ncccc21 (stereo unspecified) | u
CC(C)(OCc1nn(Cc2ccccc2)c2ccccc12)C(=O)O | -30.0%[57.4 µM]
Cc1ccc(C2=NC3(CCN(C)CC3)N=C2SCC(=O)Nc2ccc(F)cc2F)cc1 | -0.3%
COc1ccc(S(=O)(=O)Nc2ccc(C)n(CC(=O)O)c2=O)cc1 | 24.7%
CC(=O)NC[C@H]1CCN(S(=O)(=O)c2ccc3c(c2)OCCO3)C[C@H]1N(C)C | -2.0%
O=C(Nc1cccc2ccccc12)O[C@@H]1CO[C@H]2[C@@H]1OC[C@@H]2NC(=S)Nc1cccc2ccccc12 | 50.1µM*
N#Cc1cccc(CN2CCCOCCNC(=O)CC2)c1 | 59.0%[activator]
COc1ccc(CN2Cc3cc(NC(=O)Cc4cccs4)ccc3OC(C)C2=O)cc1 (stereo unspecified) | 5.7%
Cc1noc2c(N(C)C)cc(-c3ccc(Cl)cc3)nc12 | -24.9%[176 µM]
COc1ccccc1CCC(=O)N1CCC2(CC1)NC(=O)N(c1ccc(F)cc1)N2 | 3.16µM*
CC(C)(C)c1ccc(C(CC(=O)O)NC(=O)c2ccccc2)cc1 (stereo unspecified) | -11.1%
O=C1CN(C(=O)CCC(=O)N2CCC(Cc3nncn3-c3ccccc3)CC2)c2ccccc2N1 | 10.9%
CC(C)Oc1ccc2c(NC(=O)C3CCOCC3)nn(CC(F)(F)F)c2c1 | 10.5%
O=C(NCc1ccc(Cl)cc1)OCc1ccccc1 | u
CC(C)CNC(=O)N1CCCOCCNC(=O)[C@@H]2CCC[C@@H]21 | 45.5%[activator]
COCc1nc(C2CC(N)C2)cc(N2CCc3[nH]nc(C(=O)OC)c3C2)n1 (stereo unspecified) | -17.8%
O=C(c1nc(-c2ccc(F)cc2)c2ccccn12)N1CCN(c2ncccn2)CC1 | 2.4%
CC(C)CN1CCN(C(=O)C2CCCN(S(=O)(=O)c3cn(C)cn3)CCC(=O)NCC2)CC1 (stereo unspecified) | 20.3%
Cc1cc(C)[nH]n1 | -15.6%
O=C(NCC1CCOCC1)C1CC(=O)N(c2n[nH]c3ccccc23)C1 (stereo unspecified) | 56.0%[activator]
Cc1ccc(NC(=O)C(=O)NCCN2CCN(C(=O)c3ccc(C(C)(C)C)cc3)CC2)cc1 | 9.9%
CNC(=O)Cc1ccc(NC(=O)C=C(C)C)cc1 | 4.3%
COC[C@H]1C[C@@H](NC(=O)c2ccc3c(c2)OCO3)[C@H](O)[C@@H]1O | 78.9%[activator][176 µM]
COc1ccccc1CN1CCCC2(CCN(C(=O)c3cccn3C)CC2)C1 | 0.3%[57.4 µM]
CCC(C)NC(=O)CCNC(=O)Cc1c(C)nc2nc(N)nn2c1C (stereo unspecified) | 11.1%
COc1cc(C(C)=O)ccc1OS(=O)(=O)c1ccc2c(c1)CCC2 | u
COc1ccc(C(=O)N2CCC(Cc3nc(C4CC4)n[nH]3)C2)cc1 (stereo unspecified) | -0.7%
Cc1ccc(Nc2nc(N)c(C#N)c(CC#N)c2C#N)c(C)c1 | 28.7%
Cc1cc(C)c(CNC(=O)c2nc(-c3cncnc3)cc3c2ccn3C(C)C)c(=O)[nH]1 | -2.1%[176 µM]
CCNC(=S)NNC(=O)c1ccc(C(C)C)cc1 | 29.4%
Cn1cccc(C(=O)N2C[C@@H](CN3CCOCC3)C[C@H](CO)C2)c1=O | 37.7%[activator]
Cc1cnc(C(=O)NC2C[C@H]3CC[C@@H](C2)N3C(=O)Cc2cccc(F)c2)cn1 (stereo partly specified) | 40.4%[activator]
CCCNC(=O)Cc1ccc(N(Cc2cccc(C)c2)C(=O)c2ccco2)cc1 | 12.2%
CCc1cc(=O)n(CC(=O)Nc2ccc(N(C)C)cc2)c(-c2ccccc2)n1 | u
CCOC(CNC(=O)CSCc1nc(-c2ccc(C)cc2)oc1C)OCC | 44.4%[activator]
COc1cc(C#N)ccc1OC(C)C(=O)c1ccccc1 (stereo unspecified) | 8.2%
COCCN1CCCN(C(=O)c2cccc(Cl)c2)c2ccccc21 | 34.0%[activator]
COc1cccc(C(=O)N2CCN(c3cc(C(F)(F)F)nc(C)n3)CC2)c1 | 17.5%
CO[C@@H]1CO[C@H]2[C@@H]1OC[C@@H]2NS(=O)(=O)c1ccccc1C#N | 16.7%[176 µM]
Cc1ccc(NC(=O)NCC2CCCN(Cc3ccncc3)C2)cc1 (stereo unspecified) | 16.9%
Cc1cc(C)nc(Nc2ncc(O)n2-c2ccc(Cl)cc2)n1 | u
CC1=C(c2ccccc2)Oc2ccccc2C1c1ccc(C)cc1 (stereo unspecified) | u
CN1C(=O)CO[C@H](c2ccc(NS(=O)(=O)Cc3ccccc3)cc2)[C@H]1CO | -8.3%[176 µM]
COc1ccccc1C(c1ccc(C)o1)c1ccc(C)o1 | -52.1%
COc1ccc(-c2cc(N3CCCC(NC(=O)c4ccoc4)C3)n[nH]2)cc1 (stereo unspecified) | 40.7%
CCN(CC)C(=O)[C@@H]1C[C@@H](NC(=O)c2ccn(CC)c(=O)c2)CN1C(C)=O | 12.0%
COc1ccc(-c2c(C)oc3cc(OCCN4CCC(C)CC4)ccc3c2=O)cc1 | -5.6%
CCC(C)NC(=S)N(C)N (stereo unspecified) | u
